# Bioassay records (PubChem BioAssay)
# A-T KAP1 phos = candidate therapy for ataxia-telangiectasia; AID 485349; 320,000 compounds, 0.19% hits; […] A-T fibroblasts, KAP-1 phosphorylation AlphaLISA; neocarzinostatin DNA damage 30 min before lysis; Potency, µM (top dose mostly 57.5 µM), inactives show at the highest dose activation, hits mostly activators; also: potency is read from the fitted curve at half-maximal effect; % of control where 0% means no effect; nearly all actives have a fitted effect of over 45% in size
#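 hTERT-immortalized A-T patient fibroblasts ([…]), 500 cells/well in OPTI-MEM, 1% FBS, got compounds for 60 min, then NCS for 30 min at 37C. Lysates were then assayed for phospho-KAP-1 by AlphaLISA (anti-pKAP1 donor, anti-KAP1 acceptor beads), 6 hr at 25C.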
# S-ASM inh = human S-ASM enzyme inhibition; placental ASM, HMU-PC fluorogenic substrate, 60 min; Potency, µM (series often up to 57.5 µM), for the others: at the top dose activity change, negative = inhibition, usual class: inhibitors; 340,000 compounds, 0.006% hits; also: potency is read from the fitted curve at half-maximal effect
#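 Human placenta-derived ASM preincubated with compound 10 min at room temperature, then reacted with 9 uM (final) fluorogenic HMU-PC substrate for 60 min at 37 C. Stop solution raises pH to 10; fluorescence read at Ex 386/Em 447 nm.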
# TSHR antagonist = blocks TSH signaling through the human TSH receptor | P16473 | TSHR-expressing cells, TSH-stimulated cAMP HTRF, 2 h; active compounds read low | activity change, negative = inhibition, % at 11.5 µM | 330,000 compounds, 0.2% hits | AID 504810;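 active = activity change below a set negative limit, meaning inhibition stronger than a set level, cut at about -70% in these data; inconclusive = activity change between two set negative limits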; also: % is scaled to controls: 0 for no effect and ±100 for the full control effect
# Target sequence (P16473 whole entry, looked up): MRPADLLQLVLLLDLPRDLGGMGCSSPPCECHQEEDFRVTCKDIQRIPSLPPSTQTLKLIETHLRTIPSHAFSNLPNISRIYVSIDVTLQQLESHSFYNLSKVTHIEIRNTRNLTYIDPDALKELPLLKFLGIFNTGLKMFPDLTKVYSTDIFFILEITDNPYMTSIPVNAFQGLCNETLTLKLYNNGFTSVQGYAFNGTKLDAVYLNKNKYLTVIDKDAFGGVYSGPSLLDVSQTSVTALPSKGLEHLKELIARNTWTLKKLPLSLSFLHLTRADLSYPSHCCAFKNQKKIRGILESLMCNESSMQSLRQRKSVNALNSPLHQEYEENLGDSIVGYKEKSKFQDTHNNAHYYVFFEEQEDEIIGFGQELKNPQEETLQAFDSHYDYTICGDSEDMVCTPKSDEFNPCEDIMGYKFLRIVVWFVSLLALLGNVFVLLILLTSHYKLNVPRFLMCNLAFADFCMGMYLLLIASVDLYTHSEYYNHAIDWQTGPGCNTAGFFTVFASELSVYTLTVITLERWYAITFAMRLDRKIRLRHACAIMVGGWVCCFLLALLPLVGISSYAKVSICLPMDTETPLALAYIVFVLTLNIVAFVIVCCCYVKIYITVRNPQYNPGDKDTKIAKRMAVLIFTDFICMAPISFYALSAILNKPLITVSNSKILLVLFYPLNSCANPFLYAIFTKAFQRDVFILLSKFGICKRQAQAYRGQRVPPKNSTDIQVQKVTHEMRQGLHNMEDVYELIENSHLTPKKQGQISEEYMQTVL
#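 Read-out is FRET at 665 nm (cryptate excitation 337 nm) from a cryptate-tagged anti-cAMP antibody, competed by cell cAMP against cAMP-d2. Compounds are tested on freshly harvested TSHR cells challenged with 4nM TSH (EC80) for 2 hours at 37 deg C.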
# a7 integrin act = activates integrin-mediated alleviation for muscular dystrophy; Potency, µM (highest dose often 38.3 µM), for the others: at the highest dose activation, usual class: activators; 350,000 compounds, 0.064% hits; alpha7betagal myoblasts, beta-gal FDG fluorescence, 48 h; AID 624291;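 also: potency is read from the fitted curve at half-maximal effect; 100% = response of the positive control SU9516; nearly all actives have a fitted effect of over 60% in size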
#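 Alpha7betagal+/- myoblasts (passage 13) were plated 16-24 hr, then exposed to compounds (1:260 dilution of DMSO stock) for 48 hours at 37C. After MPER lysis, β-galactosidase reporter activity was read as FDG fluorescence (ex 480/em 540) after 30 minutes.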
# TCR activator = activates T cell receptor signaling | 330,000 tested, under 10 active | primary human leukocytes, anti-CD3, IL-2 HTRF, 48 h | AID 504894 | Potency, µM (doses to about 9.22 µM), for inactives: at the top dose activation of IL-2 secretion, actives largely listed as activators; also: % of control where 0% means no effect
#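 Activity was scored as IL-2 release from primary human leukocytes given only a TCR signal (a-CD3 beads) plus compound for 48 hr. Detection used a two-antibody HTRF format read at 665nm.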
# ELG1 repair inh = inhibitors of ELG1-dependent DNA repair in HEK293T cells | HEK293T ELG1-luciferase reporter, luminescence, 16 h; DNA damage induced by 5-fluorouridine | Potency, µM (titrated, usually from 46.1 µM), for the others: at the top dose activity change, negative = inhibition, usual class: inhibitors | 330,000 compounds, 2.3% hits; also: potency is read from the fitted curve at half-maximal effect; % is scaled to controls: 0 for no effect and ±100 for the full control effect; nearly all actives have a fitted effect of over 55% in size
#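 Luminescence from the luciferase reporter, measured 30 min after ONE-Glo reagent at room temperature, was the read-out. Beforehand, 2,000 cells per well were exposed for 16 hr at 37 °C to 5-fluorouridine together with compound or vehicle.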
# Eya2 inh = blocks the phosphatase activity of human Eya2; O00167; recombinant Eya2, OMFP fluorescence dephosphorylation (OMFP is methylfluorescein phosphate); Potency, µM (titrated, usually from 76.9 µM), inactives show at the highest dose activity, negative = inhibition, usual class: inhibitors; 330,000 compounds, 0.006% hits; AID 488837; also: potency is read from the fitted curve at half-maximal effect; % is scaled to controls: 0 for no effect and ±100 for the full control effect
#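 Eya2 protein (added as 0.2 uM solution) was preincubated with compound for 10 min at ambient temperature in 50 mM HEPES pH 7.5, 50 mM NaCl, 5 uM MgCl2, 0.05% BSA, 1 mM DTT. OMFP (added at 50 uM) then reacted 10 min; fluorescence read at 485/525 nm.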
# BCR signal inh = inhibitors of chronic active B-cell receptor signaling. AID 493014. ABC-DLBCL IkBa-CBG/CBR reporter, luminescence ratio, 4 h. 340,000 compounds, 0.05% hits. Potency, µM (top dose mostly 46.1 µM), for the others: at the top dose ratio change, negative = lower green/red ratio, hits mostly inhibitors; active = well fitted inhibition curve with a large enough effect in the signal ratio, with a control signal flat, not every such curve was filed as active; inconclusive = small, poorly fitted or top-dose-only effect, or effect the other way, or a change in a side signal; the % refers to the signal ratio;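 also: potency is read from the fitted curve at half-maximal effect; plate controls were basal doxycycline-induced cells for no effect and cells given 10 µM MG132 for full effect; MG132 reads +100%, hits lower the ratio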
#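 Compounds up to 46 uM were incubated four hours with TMD8 cells whose green CBG68 luciferase is fused to IkappaBalpha; red CBR luminescence normalised the signal, and concentration-effect curves were fitted to fusion, red and ratio data.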
# TSG101-PTAP inh = blocks PTAP/TSG101 interaction to inhibit HIV-1 budding; Fluorescence polarization, FITC-PTAP peptide / Tsg101 binding; Potency, µM (series often up to 115 µM), for the others: top-dose activity change, negative = inhibition, most hits filed as inhibitors; 340,000 tested, under 10 active; Q99816; active = well fitted inhibition curve with a large enough effect in the main read-out, with a control signal flat, not every such curve was filed as active; inconclusive = small, poorly fitted or top-dose-only effect, or effect the other way, or a change in a side signal; inactive = no such curve, though single readings can be large or run the other way; also: potency is read from the fitted curve at half-maximal effect; % of control where 0% means no effect
#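 FP read-out: FITC-PTAP peptide, 50 nM final, binding Tsg101 binding domain, 10 uM final; 20 min, r.t.; 10 mM HEPES pH 7.5, 0.15 M NaCl, 0.01% Tween 20, 3 mM EDTA, 0.1 mM TCEP.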
# Mito fusion act = blocks mitochondrial division or promotes mitochondrial fusion; S. cerevisiae fusion-defective mutant growth rescue, CellTiterGlo 48 h; Potency, µM (titrated, usually from 46.1 µM), for inactives: at the highest dose growth rescue (activation), usual class: activators; 320,000 compounds, 0.23% hits; AID 485298;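 also: potency is read from the fitted curve at half-maximal effect; % of control where 0% means no effect; nearly all actives have a fitted effect of over 45% in size; temperature-sensitive fusion mutants such as fzo1-1 at 37 °C on non-fermentable ethanol glycerol medium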
#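 S. cerevisiae fusion-defective temperature-sensitive mutants (e.g. fzo1-1, mgm1-5) grown 48 h at 37C in YPEG (ethanol/glycerol non-fermentable) medium with 23 nl compound per well; growth rescue read as CellTiterGlo luminescence.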
# Tb PFK inh = T. brucei PFK enzyme inhibition. T. brucei PFK, ADP-Glo luminescence. O15648. Potency, µM (highest dose often 57.5 µM), for inactives: at the highest dose activity, negative = inhibition, usual class: inhibitors. 330,000 compounds, 0.17% hits;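 also: potency is read from the fitted curve at half-maximal effect; 0% = uninhibited 1x PFK enzyme wells and -100% = no-enzyme wells; nearly all actives have a fitted effect of over 60% in size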
#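 1.25 nM PFK with 0.5 mM F6P and 0.1 mM ATP in 0.1 M TEA pH 8.0, 5 mM MgCl2, incubated 45 min at room temperature; ADP measured by ADP-Glo luminescence; compounds titrated up to 57 uM.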
# An asterisk follows results filed as active; ? = inconclusive; · = not tested or not shown; [ ] = another dose, or the depositor's remark. Unless noted, calls follow the shape of the dose curve; as a rule, active = well fitted curve in the direction sought with a large enough effect; inconclusive = small, poorly fitted or top-dose-only effect, or another doubt; inactive = no such curve, though single readings can be large; an effect the other way counts as inactive or inconclusive.
SMILES,A-T KAP1 phos,S-ASM inh,TSHR antagonist,a7 integrin act,TCR activator,ELG1 repair inh,Eya2 inh,BCR signal inh,TSG101-PTAP inh,Mito fusion act,Tb PFK inh
Nc1nc(NC(=O)c2ccccc2)nn1-c1ccccc1,5%,4%,4,-13%,2%,?,-3%,?,-2%,-2%,5%
COc1cccc(NC(=O)Nc2nnc(Cc3ccc(F)cc3)s2)c1,3%,13%,-1,-27%,2%,10%,8%,2%,-2%,2%,1%
COc1ccc(-n2nc(C(=O)NCC(=O)Nc3ccc(F)cc3)c3ccccc3c2=O)cc1,0%,-3%,9,7%,1%,?,-24%,?,-4%,-18%,0%
CC1=CS/C(=C(/C#N)C(=O)N2CCCCC2)N1c1ccccc1,0%,0%,1,-11%,-3%,2%,17%,0%,-3%,4%,1%
O=C(C1CCN(Cc2cc(Cl)ccc2O)CC1)N1CCN(Cc2ccccc2)CC1,0%,8%,-2,-24%,-1%,-14%,4%,1%,0%,-4%,-2%
Cc1cc(C)c2cc(C(O)c3nnnn3Cc3ccccc3)c(=O)[nH]c2c1 (configuration not stated),0%,-1%,1,-23%,4%,14%,3%,-2%,-7%,-2%,0%
O=C(O)c1cccc2c1C(=O)N(c1ccccc1)C2,-13%,-1%,3,7%,-13%,?,-11%,0%,-7%,-6%,-2%
CCOc1ccc(N(CC(=O)NC2CCCC2)C(=O)Cn2nnc(-c3ccc(C)o3)n2)cc1,3%,-2%,3,0%,-2%,-1%,-1%,4%,-5%,1%,0%
Cc1ccc(Cn2ccc(=O)c(Cc3c(Cl)cccc3Cl)c2C)cc1,7%,-2%,-10,2%,4%,7%,-12%,0%,-4%,1%,-5%
CCOC(=O)C1=C(COC(=O)CSc2ccc(C)cc2C)NC(=O)NC1C (configuration not stated),-2%,1%,1,-2%,-3%,17%,-14%,-2%,1%,1%,5%
COc1cc(-c2c(-c3ccsc3)sc3ccccc23)cc(OC)c1OC,20%,-4%,-3,26%,3%,27%,11%,2%,0%,?,0%
C=CC[n+]1cccc(-c2cc3ccc(C)cc3[nH]2)c1,1%,-12%,0,17%,-20%,-19%,3%,11%,0%,3%,3%
O=C(c1ccc(F)c(F)c1)N1CCC2(CC1)NCCc1[nH]cnc12,-2%,1%,?,?,8%,?,-7%,-1%,2%,-11%,9%
Cc1cccc(NC(=O)CNC(=O)c2sc3ccccc3c2Cl)n1,-8%,-1%,0,7%,-2%,?,16%,0%,-6%,1%,9%
COc1ccc(/C=C/C(=O)N2CCC(C(N)=O)CC2)cc1S(=O)(=O)N1CCOCC1,1%,2%,11,0%,8%,9%,9%,?,-1%,-7%,-4%

# Gathered by group, those above with a Cl atom
SMILES,A-T KAP1 phos,S-ASM inh,TSHR antagonist,a7 integrin act,TCR activator,ELG1 repair inh,Eya2 inh,BCR signal inh,TSG101-PTAP inh,Mito fusion act,Tb PFK inh
O=C(C1CCN(Cc2cc(Cl)ccc2O)CC1)N1CCN(Cc2ccccc2)CC1,0%,8%,-2,-24%,-1%,-14%,4%,1%,0%,-4%,-2%
Cc1ccc(Cn2ccc(=O)c(Cc3c(Cl)cccc3Cl)c2C)cc1,7%,-2%,-10,2%,4%,7%,-12%,0%,-4%,1%,-5%
Cc1cccc(NC(=O)CNC(=O)c2sc3ccccc3c2Cl)n1,-8%,-1%,0,7%,-2%,?,16%,0%,-6%,1%,9%

# (cont.)
SMILES,A-T KAP1 phos,S-ASM inh,TSHR antagonist,a7 integrin act,TCR activator,ELG1 repair inh,Eya2 inh,BCR signal inh,TSG101-PTAP inh,Mito fusion act,Tb PFK inh
COc1ccc(NC(=O)c2cc3c(CO)cnc(C)c3oc2=Nc2cccc(C)c2)c(OC)c1,6%,-5%,-1,31%,6%,-24%,-13%,?,-6%,4%,1%
O=C1C2CC=CCC2C(=O)N1CC1CCCO1 (configuration not stated),-7%,4%,21,15%,·,10%,-6%,?,1%,-5%,-13%
CCn1c(=O)c([N+](=O)[O-])c(NCC(O)c2ccccc2)c2ccccc21 (configuration not stated),-1%,-11%,-2,23%,-2%[46.1 µM],?,-1%,5%,0%,3%,-1%
Cc1ccccc1OCc1nnc(SCC(=O)O)n1-c1cccc(Cl)c1,4%,5%,-6,-10%,2%,-8%,-12%,6%,-8%,1%,5%
O=C(c1ccc(NC2=NC3CS(=O)(=O)CC3S2)cc1)N1CCN(Cc2ccccc2)CC1 (configuration not stated),2%,-3%,0,16%,0%,4%,-9%,16%,-2%,0%,-5%
CCOc1ccccc1Oc1cn[nH]c1-c1ccc(O)cc1O,-2%,32%,-1,-16%,-5%,-19%,10%,-8%,-3%,6%,3%
OCc1c[nH]c2ccccc12,1%,3%,6,·,-16%,16%,-26%,-13%,0%,3%,-9%
Cc1sc(/C=C2\C(=O)ON=C2c2ccccc2)cc1Br,10%,·,16,·,4%[46.1 µM],24%,6%,-4%,·,-2%,0%
COCCNC(=O)C1CC(c2cccc([N+](=O)[O-])c2)=NO1 (configuration not stated),-2%,2%,-1,30%,6%,19%,5%,-8%,0%,1%,-1%
CCCOC(=O)NC(CC)COC(=O)Nc1cc(C)ccc1C (configuration not stated),1%,-8%,-4,2%,0%,?,16%,3%,-2%,0%,1%
COc1ccc(CN2CCN(CCC(C)C)C(CCO)C2)cc1Cn1cccn1 (configuration not stated),-5%,1%,-2,-11%,6%,7%,9%,-1%,-5%,2%,3%
COc1ccc(NC(=O)C2CSC3c4ccccc4C(=O)N23)cc1 (configuration not stated),3%,-2%,-7,-17%,1%,-21%,8%,-13%,0%,-10%,-5%
Cn1nccc1C(=O)Nc1ccn(C23CC4CC(CC(C4)C2)C3)n1,1%,2%,-13,-12%,-1%[46.1 µM],13%,-2%,?,0%,5%,-1%
COC(=O)CNc1ccc2c(c1)OCO2,·,6%,-6,14%,-3%[46.1 µM],?,0%,-12%,-10%,0%,0%
N#Cc1ccccc1CN1C(=O)NC2(CCCCCC2)C1=O,-2%,-1%,-1,17%,1%,11%,-1%,?,-7%,4%,11%
CCOC(=O)c1cc2c(C)n(-c3ccc(OCC)cc3)c(C)c2ccc1=O,3%,-22%,-18,-45%,0%,-19%,-6%,10%,-3%,7%,-3%
O=C(Nc1ncccn1)c1cccc(F)c1,26%,4%,-7,5%,7%,20%,?,?,-2%,-3%,1%
Cc1ccc(NC(=O)CSc2ccc(C(N)=O)cc2[N+](=O)[O-])cc1,-2%,0%,19,0%,-3%[46.1 µM],?,-7%,6%,0%,-8%,-3%

# A different layout for part of the listing above:
# Order of results: A-T KAP1 phos	S-ASM inh	TSHR antagonist	a7 integrin act	TCR activator	ELG1 repair inh	Eya2 inh	BCR signal inh	TSG101-PTAP inh	Mito fusion act	Tb PFK inh
Cn1nccc1C(=O)Nc1ccn(C23CC4CC(CC(C4)C2)C3)n1
→ 1%	2%	-13	-12%	-1%[46.1 µM]	13%	-2%	?	0%	5%	-1%
COC(=O)CNc1ccc2c(c1)OCO2
→ ·	6%	-6	14%	-3%[46.1 µM]	?	0%	-12%	-10%	0%	0%
N#Cc1ccccc1CN1C(=O)NC2(CCCCCC2)C1=O
→ -2%	-1%	-1	17%	1%	11%	-1%	?	-7%	4%	11%
